# High-throughput results from PubChem.
# D2 agonist = HTS Assay for Allosteric Agonists of the Human D2 Dopamine Receptor: Primary Screen for Agonists. D(2) dopamine receptor (Homo sapiens), P14416. HEK293 T-REx D2 cells, calcium flux agonist mode. activation, % at 2 µM. 340,000 compounds, 0.53% hits. AID 485358, 2010;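 active = activation over 3 SD above normal in the single-dose calcium agonist read, cut at about 30% in these data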; also: 0% is about no effect
# Target sequence (P14416 whole entry, looked up): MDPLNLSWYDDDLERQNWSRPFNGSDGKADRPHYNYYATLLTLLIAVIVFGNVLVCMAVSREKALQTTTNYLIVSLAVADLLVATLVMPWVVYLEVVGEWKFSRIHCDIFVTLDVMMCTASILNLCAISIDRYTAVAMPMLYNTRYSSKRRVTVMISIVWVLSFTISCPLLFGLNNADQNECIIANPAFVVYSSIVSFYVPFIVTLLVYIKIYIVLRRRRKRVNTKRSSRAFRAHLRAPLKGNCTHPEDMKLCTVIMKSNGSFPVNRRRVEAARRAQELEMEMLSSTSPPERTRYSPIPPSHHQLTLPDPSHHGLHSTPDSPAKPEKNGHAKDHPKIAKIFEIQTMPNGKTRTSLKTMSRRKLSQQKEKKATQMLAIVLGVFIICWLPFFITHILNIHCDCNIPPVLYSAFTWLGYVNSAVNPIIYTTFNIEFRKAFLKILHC
#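 In this primary screen, compounds producing a positive calcium signal within 180 s of addition to tetracycline-induced, force-coupled HEK293 Trex D2 cells are flagged; cells are dye-loaded with a no-wash calcium kit beforehand.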
# D2 antag = HTS Assay for Allosteric Antagonists of the Human D2 Dopamine Receptor: Primary Screen for Antagonists | D(2) dopamine receptor (Homo sapiens), P14416 | HEK293 TREx D2 cells, calcium flux, dopamine EC80 | inhibition, % at 10 µM | 340,000 compounds, 2% hits; in the data active = inhibition above about 30%; also: 0% is about no effect
#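 HEK293 T-REx D2 cells, tet-induced, calcium dye no-wash. Cpd pintool add, 180 s kinetic, then EC80 DA, 180 s kinetic. Ca flux read.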
# RXFP1 antagonist = qHTS Assay for Antagonists of the Relaxin Receptor RXFP1; Relaxin receptor 1 (Homo sapiens), Q9HBX9; HEK293-RXFP1, relaxin-stimulated cAMP HTRF, 30 min; active compounds read low; activity change, negative = inhibition, % at 57.5 µM; 350,000 compounds, 0.59% hits; AID 1259400, 2018;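 active = activity change of -60% or lower, but not beyond a set lower limit; inconclusive = change between -60% and -40%, or beyond the set limit; inactive = change above -40%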; also: % is scaled to controls: 0 for no effect and ±100 for the full control effect
# D1 potentiator = Potentiators of Human D1 Dopamine Receptor: qHTS | D(1A) dopamine receptor (Homo sapiens), P21728 | HEK293 TREx D1 cells, calcium flux, dopamine EC20 potentiation | potentiation, % at 10 µM | 360,000 compounds, 0.036% hits; in the data active = potentiation above about 30%; also: 0% is about no effect
# D1 antagonist = Antagonist of Human D 1 Dopamine Receptor: qHTS; 360,000 compounds, 3.2% hits; HEK293 TREx D1 cells, calcium flux, dopamine EC80; active compounds read low; AID 504652, 2011; D(1A) dopamine receptor (Homo sapiens), P21728; activity change, negative = inhibition, % at 10 µM; in the data active = activity change below about -30%; also: % is scaled to controls: 0 for no effect and ±100 for the full control effect
#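 HEK293 T-REx cells expressing inducible, force-coupled D1 receptor; no-wash Ca dye, 30–90 min RT. Cmpd → 180 s read at 1 Hz → EC80 DA → 180 s read.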
# TRHR ag = qHTS for Small Molecule Agonists and Allosteric Enhancers of Human TRH Receptor: Primary Screen for Agonists | Thyrotropin-releasing hormone receptor (Homo sapiens), P34981 | TRHR cells, calcium flux fluo-8, FDSS agonist mode | activation, % at 2 µM | 360,000 compounds, 0.18% hits | AID 493084, 2011; also: 0% is about no effect
# Target sequence (P34981 whole entry, looked up): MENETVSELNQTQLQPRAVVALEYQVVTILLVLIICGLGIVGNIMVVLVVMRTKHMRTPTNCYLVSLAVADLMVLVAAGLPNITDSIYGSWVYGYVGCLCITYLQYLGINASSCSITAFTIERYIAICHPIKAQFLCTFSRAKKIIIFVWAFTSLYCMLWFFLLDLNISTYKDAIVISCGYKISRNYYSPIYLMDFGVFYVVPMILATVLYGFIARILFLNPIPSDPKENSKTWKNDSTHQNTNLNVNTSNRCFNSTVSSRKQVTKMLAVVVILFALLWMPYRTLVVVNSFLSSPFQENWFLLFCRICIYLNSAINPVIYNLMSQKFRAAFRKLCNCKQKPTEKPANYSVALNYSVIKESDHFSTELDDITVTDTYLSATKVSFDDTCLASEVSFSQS
#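 Agonist-mode FDSS calcium read (Ex 480/Em 530, 1 s cycles) in 1536-well TRHR cells with fluo-8 dye, after 10-cycle baseline and 23 nL compound addition; TRH at EC20 (10 nM final) added afterwards for the enhancer phase.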
# TRHR enhancer = qHTS for Small Molecule Agonists and Allosteric Enhancers of Human TRH Receptor: Primary Screen for Enhancers; TRHR cells, fluo-8 calcium fluorescence, EC20 TRH enhancement; Thyrotropin-releasing hormone receptor (Homo sapiens), P34981; AID 493056, 2011; enhancement, % at 2 µM; 360,000 compounds, 0.66% hits; in the data active = enhancement above about 30%; also: 0% is about no effect
#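 Enhancer read-out: after compound pinning and an initial kinetic agonist-mode read, an EC20 of TRH (10 nM final) was injected and fluo-8 calcium signal (Ex 480/Em 530) followed at 1 s/cycle for 100 cycles in TRHR-expressing cells.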
# D1 ag = Allosteric Agonists of the Human D1 Dopamine Receptor: qHTS | HEK293 T-REx D1 cells, calcium flux, agonist mode | activation, % at 2 µM | 360,000 compounds, 1% hits | AID 504660, 2011; also: 0% is about no effect
#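 Agonism was scored from calcium flux recorded over 180 s (1 read/s) after pintool compound addition, following a 10-cycle baseline. Cells were inducible force-coupled HEK293 TREx D1, plated overnight at 30 C and loaded with no-wash calcium dye.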
# D2 PAM = HTS Assay for Positive Allosteric Modulators of the Human D2 Dopamine Receptor: Primary Screen for Potentiators | potentiation, % at 10 µM | D(2) dopamine receptor (Homo sapiens), P14416 | AID 485347, 2010 | HEK293 T-REx D2, calcium flux, EC20 dopamine potentiation | 340,000 compounds, 0.34% hits;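 active = potentiation over 3 SD above the plate norm, cut at about 30% in these data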; also: 0% is about no effect
#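 Primary screen. Calcium kinetics in induced HEK293 T-REx D2 cells: compound pre-addition 180 s, EC20 dopamine, 180 s more.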
# An asterisk follows results filed as active; ? = inconclusive; . = not tested or not shown; & = joins results of further samples. Rule as the data show it, unless noted: active = activation above about 30%; inactive = the rest.
SMILES,D2 agonist,D2 antag,RXFP1 antagonist,D1 potentiator,D1 antagonist,TRHR ag,TRHR enhancer,D1 ag,D2 PAM
Cc1c(CC(=O)N[C@@H](CCCNC(N)=O)C(=O)O)c(=O)oc2cc3oc4c(c3cc12)CCCC4,2.6,-14,.,-1,15,1.3,19,5,-9
CC1(c2ccccc2)NC(=O)N(CC(=O)NNC(=O)c2cccc(Cl)c2)C1=O (stereo not drawn),0.0,17,2,-12,6,0.1,-3,4,-6
C=CCc1cc(C=O)cc(OCC)c1OCc1ccc(Cl)cc1,-0.3,-4,-11,2,10,0.1,45*,6,-1
COC(=O)CSCC(=O)Nc1cc2c(cc1C(C)=O)OCO2,0.2,-14,-20,-3,3,0.2,-1,1,-4
O=C(COc1c(Br)cc(Br)cc1Br)N/N=C/c1ccco1,.,.,-11,-2,6,0.0,-4,1,9
O=C(Cn1cc(S(=O)(=O)c2ccc(Cl)cc2)c(=O)c2ccccc21)Nc1ccc2c(c1)OCO2,0.3,.,.,-1,-9,1.0,5,2,.
O=C(NCc1cccc(F)c1)C1CCN(C(=O)c2sccc2-n2cccc2)CC1,0.5,-8,-21&13,5&-4,-8&-2,0.0&0.1,0&-5,0&1,-10&0
CCc1ccccc1NS(=O)(=O)Cc1ccccc1,-0.8,0,5,-1,-3,-1.9,-5,2,3
COc1ccc(-c2nc(CCNC(=O)c3cc(OC)c(OC)c(OC)c3)cs2)cc1,0.8,.,-24,-3,7,-1.1,-2,0,12
Cc1cn2c(=O)cc(COC(=O)c3cccc(NC(=O)COc4ccccc4C)c3)nc2s1,2.7,.,-13,0,5,0.3,-1,-1,6
Cc1cc(C2=NNC(=Nc3ccc(S(=O)(=O)N4CCOCC4)cc3)SC2)c(C)n1C,-0.8,-12,-12,-5,0,-0.1,7,0,-3
Cc1c(C(=O)N2CCCCC2)sc(NC(=O)c2ccco2)c1C#N,0.3,19,-17,0,-8,1.3,1,0,-1
CCn1c(SCC(=O)N(C)C)nc2cc(S(=O)(=O)N3CCCCC3)ccc21,.,.,5,3,8,0.0,-12,3,.
CCOc1ccc(S(=O)(=O)N2CCOCC2)cc1NC(=O)CSCC(=O)Nc1ccc(C)cc1,-0.1,10,-11,2,10,-0.6,-3,3,9
CCC(C)Sc1nnc(CNC(=O)C23CC4CC(CC(C4)C2)C3)n1C1CCCCC1 (stereo not drawn),0.1,7,2,6,19,-0.4,4,-2,-4
CCCCN(CC)C(=O)CSc1c2c(nc3ccc(Cl)cc13)CCCC2,1.0,.,?,-2,0,0.3,-13,2,0
CC(=O)C1=C(C)NC2=C(C(=O)c3ccccc32)C1c1ccccc1 (stereo not drawn),-0.9,-3,0,-2,6,-0.9,5,1,-4
CCOc1cc(C(=O)N/N=C/c2ccsc2)cc(OCC)c1OCC,-1.0,-4,-12,-6,6,-0.3,-4,-2,-15
COc1cc2c(=O)c(S(=O)(=O)c3ccc(F)cc3)cn(Cc3ccc(Cl)cc3)c2cc1OC,.,.,-9,4,4,-0.2,4,3,.
O=C(c1ccccc1)N1CCN(C(=O)c2ccc3c(c2)OCCO3)CC1,-0.3,6,-8,-3,-39*,-0.5,4,1,-5
CCCCN(C(=O)C1CC(=O)N(c2ccc(OC)cc2OC)C1)c1c(N)n(CC(C)C)c(=O)[nH]c1=O (stereo not drawn),0.6,-10,8,0,-1,0.3,-1,4,12
Cc1cc(=O)n(CC(=O)N2CCN(c3ccccc3F)CC2)c2c1c(C)nn2C,-0.6,.,-10,-6,-30*,0.1,-4,10,-6
O=C(COc1ccccc1[N+](=O)[O-])N/N=C/c1ccncc1,0.5,0,-9,-2,18,0.6,2,4,.
Cc1nn(Cc2ccc(Cl)c(Cl)c2)c(C)c1NC(=O)c1cn(-c2ccccc2)nc1-c1ccccc1,.,.,-13,-2,-5,-0.1,-2,4,.
O=C(O)C1CCCN1S(=O)(=O)c1ccc2c(c1)CCC2 (stereo not drawn),0.0,22,-6,-3,-38*,0.1,-5,2,3
CC(C)(C)NC(=O)CSc1n[nH]c(=O)n1-c1ccccc1,-1.2,-11,-2,13,5,-0.5,6,5,10
CCOC(=O)C(C)Oc1ccccc1C1NC(=O)NC(C)=C1C(=O)Nc1ccc(C)c(C)c1 (stereo not drawn),-0.9,3,23,1,-4,0.7,-3,1,3
COc1ccc(OC)c(/C=C/C(=O)N(C)CC(=O)Nc2ccc(N3CCOCC3)cc2)c1,0.7,40*,-4,.,-13,0.1,3,1,-8
Cc1ccc(CC2S/C(=C(/C#N)C(=O)NCc3ccco3)N(c3ccccc3)C2=O)cc1 (stereo not drawn),.,.,-12,29,2,0.4,-1,5,.
Cc1cc([N+](=O)[O-])cc2c1NC(=O)C2(O)N1CCCC(C)C1 (stereo not drawn),0.9,-7,14,-7,8,1.1,18,1,-4

# A few values from the list.
# For D2 PAM, `CCCCN(CC)C(=O)CSc1c2c(nc3ccc(Cl)cc13)CCCC2` has 0
# For TRHR ag, `O=C(NCc1cccc(F)c1)C1CCN(C(=O)c2sccc2-n2cccc2)CC1` has 0.0&0.1

# (more compounds)
SMILES,D2 agonist,D2 antag,RXFP1 antagonist,D1 potentiator,D1 antagonist,TRHR ag,TRHR enhancer,D1 ag,D2 PAM
COc1ccc(N2CCN(C(CNC(=O)C(=O)NCCC3=CCCCC3)c3ccco3)CC2)cc1 (stereo not drawn),0.7,-12,.,-2,15,-0.9,7,4,-4
CCOC(=O)c1c(C)[nH]c(C(=O)OCC(=O)Nc2ccc(OC)c(Cl)c2)c1C,2.4,12,31,-4,19,0.3,0,-2,-5
Cc1ccc(NC(=O)N2CCC(c3ccccc3)C2)cc1C (stereo not drawn),-0.5&1.1,5,0&-31,-5&-5,-28&-13,-1.9&-1.0,-5&-4,1&1,-7&-16
Cn1c(=O)n(-c2cccc(Cl)c2)c(=O)c2c3c(sc21)COC(C)(C)C3,-0.9,7,-1,-8,20,-0.2,2,0,13
COc1ccc(S(=O)(=O)N2CCOCC2)cc1C(=O)N1CCCC1,0.4,-8,-2,3,-11,0.8,-2,0,1
CCOc1ccc(CNC(=O)C2CCN(c3nn4c(=O)cc(C)nc4s3)CC2)cc1,-0.3&1.3,-8,3,0&-1,0&5,0.4&-1.2,5&4,2&1,2&-7
COc1ccc(NC(=O)NC2COc3ccccc3C2)cc1Cl (stereo not drawn),0.7,.,-13,0,2,0.1,-1,0,14
Cc1cc(C)nc(SCC(=O)c2ccc3c(c2)OCCO3)n1,0.4,13,3,4,-17,0.2,0,9,-16
CCCCn1c(-c2ccc([N+](=O)[O-])cc2)n[nH]c1=S,0.3,22,-21,1,12,0.4,2,2,-1
Cc1cccn2cc(-c3ccc(S(=O)(=O)N4CCCCC4)cc3)nc12,-0.1,-2,-28,-1,6,0.3,-1,3,13
CCOC(=O)N1CCN(C(=O)C(NC(=O)c2ccc(CC)cc2)C(C)C)CC1 (stereo not drawn),-2.3,10,-30,12,-10,0.0,13,-3,-3
CN(C)S(=O)(=O)c1cccc(C(=O)NCC(C)(C)CNC(=O)c2cccc(S(=O)(=O)N(C)C)c2)c1,0.1,-1,1,-6,4,-0.2,12,5,-9
COc1ccc([C@H]2CC(=O)C=C(c3cccc4c3Oc3ccccc3S4)C2)cc1OC,0.6,6,.,1,.,0.2,2,2,4
CC1CCN(CCCOc2ccc(OCc3ccccc3)cc2)CC1,2.2,8,4,-10,-40*,1.8,-1,76*,-18
Cc1ccc2cccc(S(=O)(=O)Nc3ccc4c(c3)OCO4)c2n1,0.4,-1,-4,-6,-23,-1.2,17,0,-3
CCOC(=O)N1CCN(c2nc(C)c3c(n2)CC(C)CC3=O)CC1 (stereo not drawn),-0.1,-2,0,0,-1,0.4,-9,1,4
CCn1c(CNC(=O)c2cccc(C)c2)nnc1SCC(=O)NC1CCCCC1C (stereo not drawn),0.6,-13,12,-1,28,0.3,9,2,-8
COc1ccc(NC(=O)CSc2nc(-c3ccco3)nc3cc(=O)[nH]n23)cc1,-0.3,.,-15,-5,-13,0.1,16,4,2
Fc1ccccc1N1CCN(C(c2ccncc2)c2nnnn2C2CCCC2)CC1 (stereo not drawn),1.7,-9,-2,-1,1,-2.0,-3,2,10
COC(=O)/C=C1\SC(=Nc2ccccc2)NC1=O,0.2,14,.,-3,3,0.1,7,6,-2
c1ccc(-c2nc[nH]c2-c2ccccc2)cc1,-0.4&-0.6,-1&4,-14&-21,-3&-3,14&-8,-0.6&-0.2,-1&-1,5&10,2&-1
OC(CN1C2=NCCN2c2ccccc21)c1ccc2c(c1)OCO2 (stereo not drawn),.,.,9,2,-6,-0.1,7,1,.
Nc1c(-c2ccccc2)cnn1-c1cccc(C(F)(F)F)c1,-0.6,-25,0,-6,-11,-1.0,7,4,15
COC(=O)c1cc(OC)c(OC)cc1NC(=S)N1CCCC1,-0.2,3,3,-5,-29,-1.1,-1,0,2
COCCCNC(=O)c1c(NC(=O)c2cc(=O)c3ccccc3o2)sc2c1CCCC2,-1.2,.,-7,1,-18,-1.0,-3,2,9
Cc1nn(-c2ccccn2)c2c1C(=O)C(Br)CC2 (stereo not drawn),0.9,-2,-25,1,24,0.8,5,4,0
Cc1ccc2cc(NC(=O)c3ccc(C(C)(C)C)cc3)ccc2n1,-1.4,-3,-39,1,-15,-1.0,3,0,-1
CC(NS(=O)(=O)c1ccccc1)C(=O)Nc1ccc(S(N)(=O)=O)cc1 (stereo not drawn),0.1,-10,-11,-2,-4,-0.9,0,2,8
Cc1cccc(N2CCN(c3ccc(C(N)=O)cc3[N+](=O)[O-])CC2)c1C,0.4,-4,5,-1,9,0.8,0,3,-7
Cc1ccc(C)c(NC(=O)C2CCC(C)(C(=O)O)C2(C)C)c1 (stereo not drawn),0.5,-12,0,2,0,-0.7,8,0,-4
Cc1cccc(OCC(=O)NCCCNC(=O)c2cnccn2)c1,0.1,-10,-28,3,0,0.4,-3,1,1
